# Screening results from PubChem BioAssay.
# TcdB inh = TcdB glycohydrolase inhibitors, primary screen, biochemical, single point, plate reader | TcdB glycohydrolase enzymatic assay | 350,000 compounds, 0.24% hits | Toxin B (Clostridioides difficile), P18177 | AID 652162, 2013 | inhibition, % at 9.99 µM; in the data active = inhibition above about 10%
# Target sequence (P18177 whole entry, looked up): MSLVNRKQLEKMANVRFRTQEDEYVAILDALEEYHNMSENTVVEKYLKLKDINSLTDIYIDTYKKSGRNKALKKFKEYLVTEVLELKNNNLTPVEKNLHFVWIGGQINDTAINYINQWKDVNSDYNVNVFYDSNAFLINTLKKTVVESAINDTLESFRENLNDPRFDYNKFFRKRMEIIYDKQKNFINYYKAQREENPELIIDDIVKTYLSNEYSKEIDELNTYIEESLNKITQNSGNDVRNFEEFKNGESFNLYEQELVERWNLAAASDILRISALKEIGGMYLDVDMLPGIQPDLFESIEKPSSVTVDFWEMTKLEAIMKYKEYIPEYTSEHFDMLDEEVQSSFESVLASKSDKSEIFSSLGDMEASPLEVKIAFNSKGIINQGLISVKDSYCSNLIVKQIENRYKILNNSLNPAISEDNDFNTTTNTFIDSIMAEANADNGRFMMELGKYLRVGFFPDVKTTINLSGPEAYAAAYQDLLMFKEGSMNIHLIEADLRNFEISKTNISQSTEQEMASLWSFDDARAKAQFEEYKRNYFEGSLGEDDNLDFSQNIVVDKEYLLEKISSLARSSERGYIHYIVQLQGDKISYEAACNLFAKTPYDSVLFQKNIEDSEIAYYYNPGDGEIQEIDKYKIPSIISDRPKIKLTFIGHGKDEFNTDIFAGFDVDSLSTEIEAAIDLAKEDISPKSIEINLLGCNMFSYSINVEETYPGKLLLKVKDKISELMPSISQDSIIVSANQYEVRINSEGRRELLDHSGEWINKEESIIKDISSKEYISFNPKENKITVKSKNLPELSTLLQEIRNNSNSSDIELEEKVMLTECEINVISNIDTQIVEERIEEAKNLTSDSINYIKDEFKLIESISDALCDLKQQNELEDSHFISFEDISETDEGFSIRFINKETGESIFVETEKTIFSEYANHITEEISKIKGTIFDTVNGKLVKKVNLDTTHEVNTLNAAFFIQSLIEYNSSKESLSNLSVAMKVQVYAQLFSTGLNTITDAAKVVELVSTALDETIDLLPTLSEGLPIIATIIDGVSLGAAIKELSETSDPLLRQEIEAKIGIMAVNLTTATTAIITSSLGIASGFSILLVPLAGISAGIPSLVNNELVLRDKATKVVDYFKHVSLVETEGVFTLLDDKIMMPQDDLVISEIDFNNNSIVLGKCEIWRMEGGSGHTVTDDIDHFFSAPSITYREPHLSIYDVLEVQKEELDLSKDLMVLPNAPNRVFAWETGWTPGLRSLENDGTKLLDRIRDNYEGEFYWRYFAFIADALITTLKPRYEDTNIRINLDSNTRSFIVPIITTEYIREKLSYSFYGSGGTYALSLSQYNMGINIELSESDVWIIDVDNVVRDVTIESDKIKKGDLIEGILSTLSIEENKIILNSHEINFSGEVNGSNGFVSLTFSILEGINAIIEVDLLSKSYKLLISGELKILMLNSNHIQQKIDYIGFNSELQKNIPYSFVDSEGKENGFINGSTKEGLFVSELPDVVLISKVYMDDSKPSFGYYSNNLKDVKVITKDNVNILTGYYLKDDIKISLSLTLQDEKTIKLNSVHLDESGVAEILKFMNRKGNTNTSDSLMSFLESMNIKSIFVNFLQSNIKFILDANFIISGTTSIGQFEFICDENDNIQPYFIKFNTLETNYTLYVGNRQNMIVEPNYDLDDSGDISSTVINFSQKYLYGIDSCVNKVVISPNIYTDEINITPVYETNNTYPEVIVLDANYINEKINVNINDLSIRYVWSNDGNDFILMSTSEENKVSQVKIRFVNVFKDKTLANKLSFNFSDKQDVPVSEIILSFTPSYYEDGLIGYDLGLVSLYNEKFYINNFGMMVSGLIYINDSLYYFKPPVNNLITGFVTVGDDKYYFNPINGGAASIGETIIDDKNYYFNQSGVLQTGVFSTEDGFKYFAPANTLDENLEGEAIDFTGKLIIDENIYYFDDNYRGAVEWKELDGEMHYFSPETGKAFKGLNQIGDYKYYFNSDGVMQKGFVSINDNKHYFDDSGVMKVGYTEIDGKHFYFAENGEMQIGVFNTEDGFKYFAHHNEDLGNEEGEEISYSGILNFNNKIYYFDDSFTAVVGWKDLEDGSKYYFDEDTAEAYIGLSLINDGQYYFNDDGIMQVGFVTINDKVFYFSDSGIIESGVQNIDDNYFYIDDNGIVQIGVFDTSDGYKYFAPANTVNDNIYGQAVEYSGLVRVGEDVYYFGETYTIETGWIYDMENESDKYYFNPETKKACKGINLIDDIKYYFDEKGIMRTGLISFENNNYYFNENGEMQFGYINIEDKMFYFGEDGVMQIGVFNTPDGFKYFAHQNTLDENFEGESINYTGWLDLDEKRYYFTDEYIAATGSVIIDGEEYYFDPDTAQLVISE
# Mtb BioA inh = M. tuberculosis BioA enzyme inhibitors, primary screen, biochemical, plate reader, single point, HTS; 7,8-diaminopelargonic acid synthase BioA (Mycobacterium tuberculosis); purified M. tuberculosis BioA enzyme; inhibition, % at 9.99 µM; 360,000 compounds, 0.096% hits; AID 602481, 2012; in the data active = inhibition above about 40%
# Active calls of the source: *.
SMILES,TcdB inh,Mtb BioA inh
O=C(C[C@H]1CC[C@H]2[C@@H](COC[C@@H](O)CN2CCC(F)(F)F)O1)NCC1CCCCC1,0.0,1.3
C[C@H](CO)N1C[C@H](C)[C@H](CN(C)Cc2ccc(C(=O)Nc3ccccc3N)cc2)Oc2c(NC(=O)c3ccncc3)cccc2C1=O,0.9,-1.8
O=C(N[C@@H]1CC[C@H](CCNC(=O)C2CCC2)O[C@@H]1CO)c1ccncc1,-0.6,-0.1
C[C@@H]1CN([C@H](C)CO)C(=O)c2cccc(NC(=O)c3ccc(-c4nccs4)cc3)c2O[C@@H]1CN(C)S(=O)(=O)c1ccc(F)cc1,-0.1,0.7
Cc1ccc(S(=O)(=O)N(C)C[C@H]2OCCCC[C@H](C)Oc3ccc(NC(=O)NC4CCCCC4)cc3C(=O)N([C@H](C)CO)C[C@@H]2C)cc1,-8.9,-2.1
COc1ccc(NC(=O)N[C@H]2CC[C@H](CCNC(=O)c3ccccc3F)O[C@@H]2CO)cc1,-0.7,0.5
CC(=O)N(C)C[C@H]1Oc2ncc(C#Cc3ccccc3)cc2C(=O)N([C@@H](C)CO)C[C@H]1C,-0.1,-1.6
Cc1ccccc1S(=O)(=O)N1C[C@H]2[C@@H](c3ccccc31)[C@@H](CO)N2C(=O)CC1CC1,0.0,2.5
Cc1ccccc1-c1cnc2c(c1)C(=O)N([C@@H](C)CO)C[C@@H](C)[C@@H](CN(C)Cc1cccnc1)O2,0.9,7.5
O=C(C[C@H]1C[C@H]2c3cc(NC(=O)Nc4ccccc4)ccc3O[C@H]2[C@@H](CO)O1)NCc1cccc(F)c1,1.3,2.7
C/C=C/c1ccc2c(c1)O[C@@H](CN(C)C(=O)Nc1cccc(F)c1)[C@@H](C)CN([C@H](C)CO)S2(=O)=O,1.2,18.2
CCS(=O)(=O)N[C@@H]1CC[C@@H](CC(=O)NCc2ccc(Cl)cc2)O[C@@H]1CO,0.8,-1.2
CCCC#Cc1ccc2c(c1)O[C@H](CN(C)S(=O)(=O)c1cccc(F)c1)[C@@H](C)CN([C@@H](C)CO)S2(=O)=O,0.4,-3.4
O=C(N[C@@H]1CC[C@@H](CCNC(=O)C2CCC2)O[C@@H]1CO)c1ccccn1,-0.3,-3.2
Cc1cccc(S(=O)(=O)N2CCCCN3[C@@H](CO)[C@H](c4ccc(-c5ccncc5)cc4)[C@@H]3C2)c1,-0.1,-1.9
CCCNC(=O)[C@H]1[C@H](CO)[C@H]2Cn3c(cccc3=O)[C@H]2N1C(=O)C1CCCC1,-3.1,-1.6
C[C@H](CO)N1C[C@H](C)[C@@H](CN(C)C(=O)NC2CCCCC2)Oc2cc(-c3cccnc3)ccc2S1(=O)=O,0.2,-0.4
COCCNC(=O)C[C@@H]1C=C[C@@H](NC(=O)NC2CCCCC2)[C@H](CO)O1,-0.1,-2.5
C[C@H]1CN([C@@H](C)CO)C(=O)c2ccccc2-c2ccccc2CO[C@H]1CN(C)C(=O)NC1CCCCC1,-1.4,0.9
CCCNC(=O)N[C@H]1CC[C@H](CCn2cc(C3CCCC3)nn2)O[C@H]1CO,-0.8,3.9
COc1ccccc1-c1ccc2c(c1)O[C@H](CN(C)CC1CCOCC1)[C@H](C)CN([C@@H](C)CO)S2(=O)=O,0.1,3.2
C[C@H](CO)N1C[C@H](C)[C@H](CN(C)C(=O)Nc2ccc(F)cc2)Oc2ccc(NC(=O)NC3CCCCC3)cc2C1=O,-0.6,-1.7
COc1ccc(CN(C)C[C@@H]2Oc3ccc(NS(=O)(=O)c4cn(C)cn4)cc3CC(=O)N([C@H](C)CO)C[C@@H]2C)cc1,0.2,-1.4
C[C@@H]1CN([C@@H](C)CO)S(=O)(=O)c2ccc(-c3ccncc3)cc2O[C@H]1CN(C)C(=O)c1ccc2c(c1)OCO2,-0.1,3.5
CCCC(=O)Nc1ccc2c(c1)C(=O)N(C)C[C@H](OC)[C@H](C)CN(CC1CCCC1)[C@@H](C)CO2,3.5,0.2
C[C@H]1CN([C@@H](C)CO)C(=O)c2cc(NC(=O)Nc3cccc4ccccc34)ccc2O[C@H]1CN(C)Cc1ccc(C(F)(F)F)cc1,1.5,-1.0
CO[C@H]1CN(C)C(=O)c2ccc(NC(C)=O)cc2OC[C@H](C)N(Cc2ccncc2)C[C@H]1C,-0.6,-1.4
O=C(Cc1ccncc1)Nc1ccc2c(c1)[C@@H]1C[C@H](CC(=O)N3CCc4ccccc4C3)O[C@@H](CO)[C@@H]1O2,-0.2,-2.1
COCCNC(=O)C[C@H]1C[C@@H]2c3cc(NC(=O)NC4CCCC4)ccc3O[C@@H]2[C@@H](CO)O1,0.8,1.9
Cc1noc(C)c1S(=O)(=O)Nc1ccc2c(c1)C(=O)N([C@@H](C)CO)C[C@@H](C)[C@H](CN(C)Cc1ccncc1)OCCCC[C@@H](C)O2,1.5,-1.1
Cc1noc(C)c1NC(=O)Nc1cccc2c1O[C@@H](CN(C)Cc1ccc3c(c1)OCO3)[C@@H](C)CN([C@@H](C)CO)C2=O,-0.7,-1.4
CCCC#Cc1ccc([C@H]2[C@H]3CN(S(=O)(=O)CC)CCCCN3[C@H]2CO)cc1,1.1,-0.2
COc1ccc(S(=O)(=O)N(C)C[C@H]2Oc3ccc(NC(=O)Nc4ccccc4)cc3CC(=O)N([C@@H](C)CO)C[C@@H]2C)cc1,1.6,1.4
CN1C(=O)c2cc(NC(=O)c3cc(F)cc(F)c3)ccc2OC[C@H]2O[C@H](CC(=O)O)CC[C@H]21,0.6,-0.2
O=C(Nc1ccc(F)cc1)N[C@@H]1CC[C@@H](CC(=O)N2CCOCC2)O[C@H]1CO,0.4,-1.7
C[C@H](CO)N1C[C@H](C)[C@@H](CN(C)S(=O)(=O)c2ccccc2)Oc2ccc(NC(=O)C3CCCCC3)cc2CC1=O,0.0,-0.6
COc1ccc(NC(=O)N(C)C[C@H]2Oc3ccc(NC(=O)Cc4ccccc4)cc3C(=O)N([C@@H](C)CO)C[C@H]2C)cc1,1.2,1.8
C/C=C/c1cnc2c(c1)C(=O)N([C@@H](C)CO)C[C@@H](C)[C@H](CN(C)S(=O)(=O)c1ccc(OC)cc1)O2,0.0,-1.0
COCCNC(=O)C[C@H]1C[C@@H]2c3cc(NS(=O)(=O)c4ccccc4)ccc3O[C@@H]2[C@@H](CO)O1,-1.1,1.4
C[C@H](NC(=O)C[C@H]1C=C[C@H](NC(=O)c2cccnc2)[C@H](CO)O1)c1ccccc1,-7.3,0.0
C[C@@H]1CCCCO[C@H](CN(C)C(=O)Nc2ccc(C(F)(F)F)cc2)[C@H](C)CN([C@H](C)CO)C(=O)c2cc(NS(=O)(=O)c3ccc(F)cc3)ccc2O1,-0.3,6.3
O=C(C[C@@H]1C=C[C@@H](NC(=O)c2ccncc2)[C@H](CO)O1)NCC1CCCCC1,0.2,3.3
C[C@H]1CN([C@@H](C)CO)C(=O)Cc2cc(NC(=O)C3CCCCC3)ccc2O[C@H]1CN(C)C(=O)Nc1ccc(C(F)(F)F)cc1,-0.1,0.9
CN1C(=O)c2cc(NC(=O)C3CCOCC3)ccc2OC[C@@H]2O[C@H](CC(=O)NCC3CCCCC3)CC[C@H]21,-1.1,-1.5
C[C@@H]1CN([C@H](C)CO)C(=O)c2cc(NC(=O)Nc3ccccc3)ccc2O[C@@H](C)CCCCO[C@H]1CN(C)C,1.1,-4.0
C[C@H](CO)N1C[C@H](C)[C@H](CN(C)S(=O)(=O)c2ccc(Cl)cc2)Oc2ccc(NS(=O)(=O)c3ccc(Cl)cc3)cc2C1=O,0.0,-1.6
O=C(NCC[C@H]1CC[C@@H](NS(=O)(=O)Cc2ccccc2)[C@H](CO)O1)C1CCCC1,1.4,4.2
C[C@H]1CN([C@@H](C)CO)C(=O)c2cc(C#Cc3cccnc3)cnc2O[C@@H]1CN(C)C(=O)CN(C)C,0.9,5.1
C[C@@H]1CN([C@@H](C)CO)C(=O)c2cc(C#CCC3CCCC3)cnc2O[C@H]1CN(C)CC1CCOCC1,0.1,2.1
O=C(C[C@@H]1CC[C@H]2[C@@H](COC[C@H](O)CN2C(=O)Nc2ccc(C(F)(F)F)cc2)O1)NCCc1ccncc1,-1.0,-3.1

# Following part.
SMILES,TcdB inh,Mtb BioA inh
COc1ccccc1NC(=O)N(C)C[C@H]1OCc2ccccc2-c2c(n(C)c3ccccc23)C(=O)N([C@@H](C)CO)C[C@@H]1C,0.1,-0.8
CCS(=O)(=O)Nc1ccc2c(c1)C(=O)N(C)C[C@@H](OC)[C@H](C)CN(C(=O)CN(C)C)[C@@H](C)CO2,0.4,-1.7
C[C@H](CO)N1C[C@H](C)[C@@H](CN(C)Cc2ccccc2C(=O)O)Oc2ncc(C3=CCCCC3)cc2C1=O,-20.2,-2.3
CCC(=O)N1C[C@@H]2[C@H](c3ccccc31)[C@H](CO)N2C(=O)CC,8.9,-2.9
CCCN(C)C[C@H]1Oc2cc(C#CC(C)C)ccc2S(=O)(=O)N([C@@H](C)CO)C[C@H]1C,-4.2,-5.9
CC(C)C(=O)Nc1ccc2c(c1)C(=O)N(C)[C@@H]1CC[C@H](CC(=O)O)O[C@@H]1CO2,-0.6,-2.9
CCC(=O)Nc1ccc2c(c1)C(=O)N(C)[C@H]1CC[C@@H](CC(=O)NCC3CCCCC3)O[C@@H]1CO2,-0.8,6.2
CC(C)NC(=O)Nc1ccc2c(c1)C(=O)N([C@H](C)CO)C[C@H](C)[C@H](CN(C)S(=O)(=O)c1ccccc1)OCCCC[C@@H](C)O2,0.4,0.3
C=CCN1Cc2ccccc2[C@H]2OC(c3ccc(OCCCO)cc3)=N[C@@]2(CCS(=O)(=O)c2ccccc2)C1=O,-1.0,-0.1
Cc1noc(C)c1S(=O)(=O)Nc1ccc2c(c1)C(=O)N([C@H](C)CO)C[C@@H](C)[C@H](CN(C)C(=O)Nc1ccc(F)cc1)OCCCC[C@@H](C)O2,0.0,-0.1
C[C@H](CO)N1C[C@H](C)[C@H](CN(C)C)Oc2cc(C#C[C@@H](C)O)ccc2S1(=O)=O,-0.1,-0.3
Cc1ccccc1-c1ccc([C@H]2[C@@H](CO)N3CCCCN(C(=O)c4cccnc4)C[C@H]23)cc1,-0.1,1.5
N#C[C@@H]1[C@H](c2ccccc2)[C@@H](CO)N1C(=O)c1ccccc1F,-0.4,0.5
CO[C@@H]1CN(C)C(=O)c2ccc(NC(=O)NC(C)C)cc2OC[C@H](C)N(Cc2ccc(-c3ccccn3)cc2)C[C@H]1C,0.0,-1.7
O=C(C[C@H]1C[C@H]2c3cc(NC(=O)Nc4ccccc4F)ccc3O[C@H]2[C@@H](CO)O1)NCc1ccncc1,-0.3,0.2
Cc1noc(C)c1NC(=O)N(C)C[C@@H]1Oc2c(NC(=O)c3ccc(-c4nccs4)cc3)cccc2C(=O)N([C@@H](C)CO)C[C@H]1C,0.4,-0.5
CO[C@H]1CN(C)C(=O)c2cc(NC(=O)Nc3c(C)noc3C)ccc2OC[C@H](C)N(CCC(F)(F)F)C[C@@H]1C,-0.7,-0.6
C[C@H](O)C#Cc1ccc([C@H]2[C@H]3CN(CC4CC4)CCCCN3[C@H]2CO)cc1,-0.1,2.1
Cc1ccc(S(=O)(=O)N(C)C[C@@H]2Oc3cc(Br)ccc3S(=O)(=O)N([C@H](C)CO)C[C@H]2C)cc1,-0.4,-0.2
CC(C)CC#Cc1ccc2c(c1)O[C@@H](CN(C)Cc1cccnc1)[C@@H](C)CN([C@@H](C)CO)S2(=O)=O,1.7,2.7

# Ordered by SMILES length (high to low): some entries from above
SMILES,TcdB inh,Mtb BioA inh
Cc1noc(C)c1S(=O)(=O)Nc1ccc2c(c1)C(=O)N([C@H](C)CO)C[C@@H](C)[C@H](CN(C)C(=O)Nc1ccc(F)cc1)OCCCC[C@@H](C)O2,0.0,-0.1
CC(C)NC(=O)Nc1ccc2c(c1)C(=O)N([C@H](C)CO)C[C@H](C)[C@H](CN(C)S(=O)(=O)c1ccccc1)OCCCC[C@@H](C)O2,0.4,0.3
Cc1noc(C)c1NC(=O)N(C)C[C@@H]1Oc2c(NC(=O)c3ccc(-c4nccs4)cc3)cccc2C(=O)N([C@@H](C)CO)C[C@H]1C,0.4,-0.5
CO[C@@H]1CN(C)C(=O)c2ccc(NC(=O)NC(C)C)cc2OC[C@H](C)N(Cc2ccc(-c3ccccn3)cc2)C[C@H]1C,0.0,-1.7
CO[C@H]1CN(C)C(=O)c2cc(NC(=O)Nc3c(C)noc3C)ccc2OC[C@H](C)N(CCC(F)(F)F)C[C@@H]1C,-0.7,-0.6
CC(C)CC#Cc1ccc2c(c1)O[C@@H](CN(C)Cc1cccnc1)[C@@H](C)CN([C@@H](C)CO)S2(=O)=O,1.7,2.7
O=C(C[C@H]1C[C@H]2c3cc(NC(=O)Nc4ccccc4F)ccc3O[C@H]2[C@@H](CO)O1)NCc1ccncc1,-0.3,0.2
C=CCN1Cc2ccccc2[C@H]2OC(c3ccc(OCCCO)cc3)=N[C@@]2(CCS(=O)(=O)c2ccccc2)C1=O,-1.0,-0.1
C[C@H](CO)N1C[C@H](C)[C@H](CN(C)C)Oc2cc(C#C[C@@H](C)O)ccc2S1(=O)=O,-0.1,-0.3
N#C[C@@H]1[C@H](c2ccccc2)[C@@H](CO)N1C(=O)c1ccccc1F,-0.4,0.5

# Next section.
SMILES,TcdB inh,Mtb BioA inh
COc1ccccc1-c1ccc2n(c1=O)C[C@H]1[C@H](CO)[C@@H](C(=O)O)N(C(=O)c3cccnc3)[C@@H]21,-3.2,2.0
Cc1ccc(S(=O)(=O)N(C)C[C@@H]2Oc3ccc(NS(C)(=O)=O)cc3C(=O)N([C@H](C)CO)C[C@H]2C)cc1,-0.7,-3.9
C[C@@H]1CN([C@H](C)CO)C(=O)c2cc(NS(=O)(=O)c3cccs3)ccc2O[C@@H]1CN(C)CC1CCCCC1,-0.7,-0.7
CO[C@H]1CN(C)C(=O)c2cc(NS(C)(=O)=O)ccc2OC[C@H](C)N(C)C[C@H]1C,0.3,-4.8
Cc1noc(C)c1S(=O)(=O)N(C)C[C@H]1Oc2ccc(NS(=O)(=O)c3ccc(Cl)cc3)cc2CC(=O)N([C@@H](C)CO)C[C@@H]1C,-0.9,2.5
Cc1noc(C)c1S(=O)(=O)N(C)C[C@@H]1OCCCC[C@@H](C)Oc2ccc(NS(=O)(=O)c3ccccc3)cc2C(=O)N([C@H](C)CO)C[C@H]1C,-1.7,-1.3

# A portion of the library; the hit share may differ from the screen's.
